Source: PubChem
D2 PAM: positive allosteric modulators of human D2 dopamine receptor | HEK293 T-REx D2, calcium flux, EC20 dopamine potentiation | potentiation, % at 10 µM | 340,000 compounds, 0.34% hits;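 active means potentiation over 3 SD above the plate norm, cut at about 30% in these data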; further: 0% is about no effect
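Using a no-wash calcium dye in inducible, force-coupled HEK293 Trex cells expressing D2, we tracked fluorescence each second for 180 s after compound, then for 180 s after EC20 dopamine to detect augmented signalling.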
Vif-APOBEC3G blk: Vif-A3G binding inhibition; Q9HC16; AID 602310; Potency, µM (highest dose often 46.1 µM), without a hit: at the highest dose activity, negative = active, usual class: inhibitors; 410,000 compounds, 0.076% hits; HeLa A3G-eYFP + Vif (tagged APOBEC3G with the HIV-1 protein that degrades it), YFP fluorescence, overnight;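 further: potency means the concentration at half of the fitted maximal effect; on the % scale 0 is the no-effect control and ±100 the full control effect; nearly all actives have a fitted effect of over 60% in size; hits raise eYFP signal because A3G escapes Vif-driven loss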
Target sequence (Q9HC16 whole entry, looked up): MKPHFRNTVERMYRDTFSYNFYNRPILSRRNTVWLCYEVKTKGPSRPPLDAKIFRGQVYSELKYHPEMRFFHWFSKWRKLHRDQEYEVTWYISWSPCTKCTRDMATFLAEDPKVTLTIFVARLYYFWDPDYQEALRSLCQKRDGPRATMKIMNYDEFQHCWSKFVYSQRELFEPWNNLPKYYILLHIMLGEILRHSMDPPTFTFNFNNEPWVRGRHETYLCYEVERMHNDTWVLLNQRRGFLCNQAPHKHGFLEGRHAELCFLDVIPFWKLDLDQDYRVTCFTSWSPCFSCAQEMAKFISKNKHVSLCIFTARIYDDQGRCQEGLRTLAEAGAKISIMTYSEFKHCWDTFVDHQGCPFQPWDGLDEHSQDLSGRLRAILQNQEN
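HeLa cells stably expressing Vif and C-terminally eYFP-tagged A3G, seeded overnight at 37 deg C, then exposed to compound by pintool overnight at 37 deg C. Rise in yellow fluorescence (Ex 488/Em 500-530, Acumen) marks blocked Vif-driven A3G degradation.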
LDHA block: inhibitors of human lactate dehydrogenase A; activity change, % (values are at about 110 or 230 µM); purified LDHA, NADH/diaphorase-resazurin fluorescence; stronger effect = lower value; 480,000 compounds, 0.15% hits; in the data active means activity change below about -30%; inconclusive means mostly about -25% to -30%;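 further: plate controls were DMSO wells for no effect and wells without enzyme for full effect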
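Enzyme activity of human lactate dehydrogenase 5 (2 nM; 0.06 mM NADH, 0.2 mM pyruvate, 5 min, RT) is measured via a resazurin/diaphorase fluorescence readout of residual NADH.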
GRP78 ERSR act: induces the endoplasmic reticulum stress response in human glioma cells | U87-MG GRP78 promoter luciferase reporter, 16 h | Potency, µM, for inactives: at the top dose activation, hits mostly activators | 420,000 compounds, 0.02% hits; further: potency means the concentration at half of the fitted maximal effect; series mostly up to about 76 µM; % of control where 0% means no effect; nearly all actives have a fitted effect of over 35% in size
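Stably transfected U87-MG human glioma cells carrying a GRP78-based luminescent sensor were seeded at 1000 cells/well, pin-dosed with compounds and incubated 16 h. Luciferase reagent was then added, and end-point luminescence was read after 10 min at room temperature.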
D1 ag: agonists of human D1 dopamine receptor; P21728; HEK293 T-REx D1 cells, calcium flux, agonist mode; activation, % at 2 µM; 360,000 compounds, 1% hits; AID 504660; in the data active means activation above about 30%; further: 0% is about no effect
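Agonism was scored from calcium flux recorded over 180 s (1 read/s) after pintool compound addition, following a 10-cycle baseline. Cells were inducible force-coupled HEK293 TREx D1, plated overnight at 30 C and loaded with no-wash calcium dye.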
D1 antagonist: human D1 dopamine receptor antagonism; 360,000 compounds, 3.2% hits; P21728; HEK293 TREx D1 cells, calcium flux, dopamine EC80; stronger effect = lower value; activity change, negative = inhibition, % at 10 µM; in the data active means activity change below about -30%; further: on the % scale 0 is the no-effect control and ±100 the full control effect
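Allosteric or orthosteric antagonism assessed as attenuation of the calcium response to EC80 dopamine, added 180 s after compound, in induced HEK293 Trex D1 cells loaded with no-wash calcium dye.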
Vif-A3F inh: inhibitors of Vif-A3F interaction | HeLa A3F-eYFP + Vif (tagged APOBEC3F with the HIV-1 protein that degrades it), YFP fluorescence increase | Potency, µM (top dose mostly 46.1 µM), without a hit: at the top dose activity, negative = active | 390,000 compounds, 0.2% hits | AID 602313; further: potency means the concentration at half of the fitted maximal effect; % of control where 0% means no effect; nearly all actives have a fitted effect of over 65% in size
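HeLa cells stably expressing A3F-eYFP plus Vif, plated and incubated overnight at 37 deg C, then exposed to compounds overnight at 37 deg C. Blocked degradation read as raised yellow fluorescence (Ex 488/Em 500-530).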
D1 potentiator: potentiators of human D1 dopamine receptor. HEK293 TREx D1 cells, calcium flux, dopamine EC20 potentiation. potentiation, % at 10 µM. 360,000 compounds, 0.036% hits. AID 504651; in the data active means potentiation above about 30%; further: 0% is about no effect
RXFP1 ag: agonists of human relaxin receptor RXFP1; AID 2676; 370,000 compounds, 0.3% hits; Potency, µM (top dose mostly 57.5 µM), inactives show top-dose activation, most hits filed as activators; Q9HBX9; HEK293T-RXFP1 cAMP TR-FRET, 30 min; response scale: percent of porcine relaxin response, buffer zero; further: potency means the concentration at half of the fitted maximal effect; on the % scale 0 is the no-effect control and ±100 the full control effect; nearly all actives have a fitted effect of over 60% in size; many of its hits are not listed in these tables
Target sequence (Q9HBX9 whole entry, looked up): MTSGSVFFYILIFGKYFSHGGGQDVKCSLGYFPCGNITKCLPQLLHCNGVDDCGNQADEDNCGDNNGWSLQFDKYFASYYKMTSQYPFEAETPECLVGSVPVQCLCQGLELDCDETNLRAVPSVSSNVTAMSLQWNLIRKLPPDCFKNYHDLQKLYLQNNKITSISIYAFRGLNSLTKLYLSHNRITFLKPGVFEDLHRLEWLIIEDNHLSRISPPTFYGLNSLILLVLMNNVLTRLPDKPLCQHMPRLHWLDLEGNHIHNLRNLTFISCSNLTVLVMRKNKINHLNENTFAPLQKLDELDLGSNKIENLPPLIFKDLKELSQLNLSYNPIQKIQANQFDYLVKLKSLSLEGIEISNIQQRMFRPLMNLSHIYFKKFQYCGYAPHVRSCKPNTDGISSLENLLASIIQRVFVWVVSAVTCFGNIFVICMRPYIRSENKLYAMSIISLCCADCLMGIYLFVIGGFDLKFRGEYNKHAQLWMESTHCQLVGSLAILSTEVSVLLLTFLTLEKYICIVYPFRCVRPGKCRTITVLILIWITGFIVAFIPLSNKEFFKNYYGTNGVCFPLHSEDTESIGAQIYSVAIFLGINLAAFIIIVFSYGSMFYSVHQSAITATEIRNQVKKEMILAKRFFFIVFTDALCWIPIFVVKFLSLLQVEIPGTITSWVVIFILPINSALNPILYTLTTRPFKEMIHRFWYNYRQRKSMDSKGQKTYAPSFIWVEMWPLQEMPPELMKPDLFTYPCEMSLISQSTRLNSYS
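Agonist response is measured as cAMP accumulation in an RXFP1-transfected HEK293T line under PDE4 inhibition. Values are scaled between buffer-only and 29 nM porcine relaxin, and EC50s come from standard Hill equation fits.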
Active calls of the source: *; ? = inconclusive; nt = no result given; & = joins results of further samples. Unless noted, the call rests on the fitted dose curve; in most records, active means well fitted curve in the direction sought with a large enough effect; inconclusive means small, poorly fitted or top-dose-only effect, or another doubt; inactive means no such curve, though single readings can be large; an effect the other way counts as inactive or inconclusive. Some of the compounds tested, so the mix of outcomes need not match the whole.

Values run as follows: GRP78 ERSR act	LDHA block	D2 PAM	D1 antagonist	D1 potentiator	RXFP1 ag	Vif-APOBEC3G blk	Vif-A3F inh	D1 ag
Cc1ccc2c(c1)c(=O)c1ccccc1n2CCCC(=O)Nc1ccc(Cl)c(Cl)c1
→ -2%	-4	-3	5	0	2.2%	-4%	0%	3
Cn1c(=O)c2nc(-c3ccc(Cl)cc3Cl)oc2c2ccccc21
→ -1%	-8	-5	-15	-3	0.1%	0%	6%	0
O=[N+]([O-])c1ccc(Cc2ccccn2)cc1
→ -1%	-6	7	-17	0	0.0%	-1%	3%	3
Cc1ccc(-c2nc(NCc3cccnc3)c3ccccc3n2)cc1
→ 2%	-6	6	-3	-2	-1.0%	-15%	7%	5
O=C(NNC(=O)c1cccs1)Nc1cccc(Cl)c1
→ -3%	-2	nt	nt	nt	-0.1%	0%	3%	nt
CC1C(c2ccccc2)N(C)C(c2ccccc2)CC1(O)c1ccccc1 (stereo not drawn)
→ 0%	-1	6	11	0	-2.1%	-14%	?	-3
O=C(O)c1cnn2c(C(F)(F)F)cc(-c3ccccc3)nc12
→ 2%	0	-2	5	-2	0.1%	0%	-3%	2
CCCCNC(=O)C1CCCN(S(=O)(=O)CC)C1 (stereo not drawn)
→ -3%	1	4	1	5	0.2%	0%	8%	4
Cc1ccc(NC(=O)/C=C/c2ccco2)cc1S(=O)(=O)N1CCCCCC1
→ 3%	-6	nt	nt	nt	nt	5%	2%	nt
Cc1ccc(NC(=O)CN2C(=O)NC(C)(CC(C)C)C2=O)cc1F (stereo not drawn)
→ -2%	0	nt	nt	nt	nt	-8%	11%	nt
COc1ccccc1NS(=O)(=O)c1cc(-c2cc(C)no2)ccc1OC
→ -7%	-1	6	-10	-4	7.2%	-12%	0%	6
COc1cccc(CN(C)C(=O)C2CCN(S(=O)(=O)c3cccs3)CC2)c1OC
→ -3%	0	-6	-17	-9	-0.7%	1%	-9%	4
Cc1ccc(OCCCCN(C)Cc2ccccc2)c(Br)c1
→ 4%	-10	-25	-1	-5	1.5%	-1%	3%	2
CCOC(=O)Cc1c(C)c2ccc(N(CC)CC)cc2oc1=O
→ 5%	0	-2	-3	-3	11%	-1%	-7%	5
O=c1[nH]c2cccnc2n1-c1cccc([N+](=O)[O-])c1
→ -2%	-7	1	-1	-8	4.1%	-1%	-9%	1

Three structures out of the list, arranged by SMILES length, descending:
Values run as follows: GRP78 ERSR act	LDHA block	D2 PAM	D1 antagonist	D1 potentiator	RXFP1 ag	Vif-APOBEC3G blk	Vif-A3F inh	D1 ag
Cc1ccc(NC(=O)/C=C/c2ccco2)cc1S(=O)(=O)N1CCCCCC1
→ 3%	-6	nt	nt	nt	nt	5%	2%	nt
Cn1c(=O)c2nc(-c3ccc(Cl)cc3Cl)oc2c2ccccc21
→ -1%	-8	-5	-15	-3	0.1%	0%	6%	0
O=C(O)c1cnn2c(C(F)(F)F)cc(-c3ccccc3)nc12
→ 2%	0	-2	5	-2	0.1%	0%	-3%	2

(cont.)
Values run as follows: GRP78 ERSR act	LDHA block	D2 PAM	D1 antagonist	D1 potentiator	RXFP1 ag	Vif-APOBEC3G blk	Vif-A3F inh	D1 ag
CCN(c1ccc(OC)cc1)S(=O)(=O)c1ccc2c(c1)CCN2C(=O)CCC(=O)O
→ 0%	-1	-2	15	0	-0.2%	-7%	-7%	0
Cc1ccc(Cn2c(=N)c(S(=O)(=O)c3ccc(Br)cc3)cc3c(=O)n4ccccc4nc32)cc1
→ 0%	0	3	-3	-7	?	4%	-7%	4
C=CCOc1ccccc1CN1CCSCC1
→ -2%	-15	1	-4	-3	1.3%	2%	-14%	0
O=C(Nc1ccccc1Cl)c1cc[n+]([O-])cc1
→ -2%	-2	-9	2	0	0.0%	0%	8%	5
COC(=O)CCSc1nc(N2CCOCC2)c2c(c1C#N)CC(C)(C)OC2
→ -3%	-2	-4	0	-2	0.0%	2%	3%	1
COc1ccc(S(=O)(=O)n2oc(=O)cc2-c2ccccc2)cc1OC
→ 2%	-10	22	nt	-3	-0.3%	1%	5%	2
COc1ccc(C(=O)N2CCOC2CNC(=O)C(=O)NCc2ccc(Cl)cc2)cc1 (stereo not drawn)
→ -5%	-2	1	3	6	0.3%	0%	-22%	1
CS(=O)(=O)N(CC(=O)Nc1ccccc1-c1ccccc1)c1cccc(F)c1
→ -5%	-2	4	-16	1	2.8%	-1%	10%	2
CN(C)c1ccnc2sc3c(NCC(O)CO)ncnc3c12 (stereo not drawn)
→ 5%	2	2	-13	-9	5.3%	-4%	0%	-1
CCN1C(=NCc2ccccc2)N[C@@H](c2ccccc2)[C@H](C(=O)OC)[C@H]1C
→ -2%	2	-8	-4&-3	2&0	-0.1%&1.0%	1%	3%	1&0
CN(C)C(=O)/C=C\c1cn(-c2ccccc2)nc1-c1ccc2c(c1)OCCO2
→ -3%	-10	-10	-3	18	1.2%	-8%	2%	0
Cc1ccc(S(=O)(=O)NC(CC(C)C)C(=O)NCCCn2nc(C)cc2C)cc1 (stereo not drawn)
→ -2%	-10	-8	-4	-2	0.1%	1%	6%	-1
Nc1nonc1-n1nnc(C(=O)N/N=C/c2ccccc2Cl)c1-c1ccccc1
→ 1%	0	11	-7	-7	1.7%	-2%	7%	1
CCOC(=O)c1c(C)oc2nc(C)nc(N3CCN(c4cccc(C)c4C)CC3)c12
→ -1%	1	-4	10	-5	28%	1%	8%	2
CCOc1cc(CNCCSc2nnnn2C)cc(Br)c1OCc1ccccc1F
→ -5%	5	-4	10	-5	0.6%	-6%	-4%	5
CCOc1cc(CNc2ccccc2SC)ccc1O
→ nt	nt	0	17	1	-0.1%	nt	nt	3
Cc1ccc(NS(=O)(=O)c2cccc(C(=O)N3CCCCC3)c2)cc1
→ -6%	2	nt	nt	nt	nt	-1%	0%	nt
COCCNC(=O)C(c1ccco1)N(C(=O)Cn1nnc2ccccc21)c1ccccc1C (stereo not drawn)
→ -1%	-1	23	-6	0	0.8%	-4%	6%	2
Cc1oc(-c2cccc(Cl)c2)nc1CN1CCC(C(=O)N2CCN(c3ccccn3)CC2)CC1
→ -3%	1	nt	nt	nt	nt	1%	2%	nt
O=C(COC(=O)c1ccccc1C(=O)c1ccccc1)Nc1cccc([N+](=O)[O-])c1
→ 1%	-5	5	-21	-4	2.1%	4%	0%	3
COc1ccc(C(=O)NC(=S)Nc2cccc3ncccc23)cc1[N+](=O)[O-]
→ -4%	2	-9	18	-5	8.5%	1%	1%	6
Cc1ccc(Nc2c(-c3c[nH]c4ccccc34)nc3ccccn23)cc1
→ 0%	-1	10	5	-1	29%	0%	3%	4
O=C(N/N=C/c1ccccc1Br)c1cccc(S(=O)(=O)N2CCOCC2)c1
→ 6%	1	6	20	-3	-0.1%	-1%	0%	0
CCCNC(=O)C(Cc1cccc(Cl)c1)NC(=O)c1ccc(C#N)cc1 (stereo not drawn)
→ -3%	0	18	-26	-5	1.7%	6%	0%	-1
Cc1cc(SCC(=O)c2ccc(O)c(O)c2)nc2ccccc12
→ 6%	6	8	6	-3	0.3%	-2%	1%	4
Cc1ccc(C(O)Cn2nc(C)cc2C)cc1 (stereo not drawn)
→ -4%	-3	0	-1	-10	0.9%	2%	-5%	0
Cc1ccc(CSc2nc3ncccc3[nH]2)cc1
→ -9%	-4	-10	-3	4	1.9%	0%	-3%	1
Cn1cc(C(=O)C(=O)NC2CCCCC2)c2ccccc21
→ 8%	-14&3	-4	8	-4	5.6%	-7%	-2%	1
Cc1ccsc1C(=O)Nc1nccs1
→ 1%	-2	11	-11	-6	6.0%	2%	?	1
O=c1[nH]c(=O)n(C2CCCO2)cc1Br (stereo not drawn)
→ -1%	-3	25	-18	-1	2.0%	0%	5%	2
COc1cc(NC(=S)Nc2ccccn2)cc(OC)c1OC
→ -2%	-7	-5	4	3	1.5%	0%	2%	1
O=C1CCC(C(=O)Nc2cccc3ccccc23)N1 (stereo not drawn)
→ -3%	-4	-8	-18	-21	2.2%	1%	-5%	4
CCOC(=O)c1ccccc1NC(=O)COC(=O)CCNS(=O)(=O)c1cccs1
→ -2%	-3	-6	-6	-4	0.4%	-6%	5%	4
CC(=O)Nc1ccc(S(=O)(=O)n2cnc3ccccc32)cc1
→ -7%	0	0	nt	2	0.6%	-1%	4%	0
Cc1c(Br)c([N+](=O)[O-])nn1CC(=O)N1CCc2ccccc2C1
→ -5%	-10	2	1	-2	0.0%	3%	4%	0
C/C=C\C(=O)Nc1cccc(C2=NOC3(C2)C[C@@H](C(N)=O)N(C(=O)C2(C)CC2)C3)c1 (stereo partly drawn)
→ -2%	0	11	-3	-3	0.1%	1%	-4%	4
CCNc1cc(Cl)nc(SC)n1
→ 3%	-1	4	5	-4	0.6%	1%	9%	0
CO/N=C/c1cn(-c2ccc(Cl)cc2)nn1
→ 5%	-6	-15	-22	-2	0.2%	-5%	4%	1
Cn1c(CO)cnc1S(=O)(=O)Cc1c(Cl)cccc1Cl
→ -6%	-5	8	10	5	-3.7%	-1%	-13%	1
Cc1ccc2c(c1)N(C(=O)CCC(=O)NCc1cccnc1)CC(C)O2 (stereo not drawn)
→ -4%	-3	-4	1	-1	4.1%	4%	5%	1
O=C(O)C1Oc2ccccc2C1c1ccccc1 (stereo not drawn)
→ 0%	-7	nt	nt	nt	nt	0%	4%	nt
COc1ccc(S(=O)(=O)NNC(=O)Nc2ccc(F)cc2)cc1
→ -1%	-7	nt	nt	nt	nt	2%	10%	nt
CSc1nc2sc(-c3ccccc3)cc2c(=O)n1N
→ 0%	0	-1	2	0	3.0%	1%	-3%	1
OCCN(Cc1ccccc1)Cc1cccc(Cl)c1Cl
→ 1%	-11	17	25	1	1.1%	-6%	-7%	2
Cc1ccc(/C=N/NC(=O)CN2CCN(S(=O)(=O)c3ccc(Br)cc3)CC2)s1
→ 2%	-7	0	0	-8	-0.3%	0%	9%	0
CCCCn1c(N)c(N(CCOC)C(=O)CN2C(=O)C3CCCCC3C2=O)c(=O)[nH]c1=O (stereo not drawn)
→ -3%	-3	-8	9	nt	0.0%	-6%	0%	4
C#CCN(C[C@H]1[C@H](OC(=O)NC2CC2)[C@H](OC(=O)NC2CC2)C[C@H]2C(=O)N(c3ccccc3)C(=O)[C@@H]12)S(=O)(=O)c1ccc(C)cc1
→ 1%	-2	nt	nt	nt	nt	3%	-7%	nt
